High-throughput results from PubChem.
All columns: NCI-60 one-dose screen, growth in % after 48 h at 10 µM unless noted; 100 = growth as untreated, 0 = no growth, -100 = all killed.
SK-MEL-28: SK-MEL-28 melanoma | 81,000 compounds, 4.1% hits
UACC-257: UACC-257 melanoma. 78,000 compounds, 4.4% hits. AID 1794764
SK-MEL-2: SK-MEL-2 melanoma | 77,000 compounds, 4.7% hits
M14: M14 melanoma; AID 1794745; 80,000 compounds, 6.2% hits
SK-MEL-5: SK-MEL-5 melanoma; 80,000 compounds, 6.4% hits; AID 1794755
UACC-62: UACC-62 melanoma | AID 1794756 | 81,000 compounds, 5.4% hits
MDA-MB-435: MDA-MB-435 melanoma; 82,000 compounds, 7.8% hits; AID 1794794
MALME-3M: MALME-3M melanoma. 78,000 compounds, 5.8% hits. AID 1794766
* = called active by the depositor; / = no result given; & = joins results of further samples. How the source made its calls: active means growth percent below 10; inactive means the rest.

SMILES	SK-MEL-28	UACC-257	SK-MEL-2	M14	SK-MEL-5	UACC-62	MDA-MB-435	MALME-3M
CC(=O)Oc1cc([N+](=O)[O-])c(O)c([N+](=O)[O-])c1	106	87	100	109	108	100	113	110
NC(=O)c1ncc(Cl)cc1Cl	113	105	120	112	103	100	108	104
CCNCCNc1cc(-c2ccc(F)cc2)c(C#N)c2nc3ccccc3n12	-91*	-77*	/	-64*	-63*	13	-63*	-60*
CCCCOCCOC(=O)c1ccccc1C	97	/	112	104	103	/	106	92
CC(=O)Nc1c(Br)cc2c(c1Br)Cc1cc([N+](=O)[O-])ccc1-2	109	97	94	96	80	69	80	/
O=C(NN1C(=O)/C(=C/C=C/c2ccc([N+](=O)[O-])o2)SC1=S)c1cccc(O)c1	-100*	-85*	-88*	-89*	-100*	-97*	-93*	-99*
COC(=O)C(CCC#N)(CCC#N)C(C)=O	109&113	104&107	112&109	100&117	101&107	106&107	110&111	111&93
O=S(=O)(c1ccccc1)N1CCN(c2nccc(-c3c(-c4cccc(F)c4)nc4sccn34)n2)CC1	107	103	94	84	42	73	80	111
Cc1ccc(-c2csc(NC(=O)CSc3nc(N)cc(N)n3)n2)cc1	89	80	52	68	2.5*	55	63	58
N#Cc1cc([C@@H]2Nc3cc4c(cc3[C@H]3C5CCC(C5)[C@@H]23)C(=O)NC4)ccc1F (some centres undefined)	104	99	100	97	92	73	95	106
Nc1[nH]nc2c1-c1nc3ccccc3n1C(N)N2 (centres undefined)	107	103	99	112	93	95	98	104
CC(C)=CCc1ccccc1O	120	101	96	98	100	106	103	88
CN(Cc1cc(Br)cc(Br)c1N)C1CCCCC1	106	95	93	96	93	95	102	87
C=C1c2nc3ccccc3n2C=C(c2ccc(Cl)cc2)N1Cc1ccc(OC)cc1	89	90	70	81	72	68	98	99
CCCCCCCCCCCCNC(=S)N/N=C/c1ccccc1Cl	107	113	103	103	100	86	101	117
Cc1ccc(Nc2ccc([N+](=O)[O-])cc2)cc1	96	75	95	93	102	80	/	150
O=C(O)c1ccc(N2C(=O)c3nccnc3C2=O)cc1	106	103	96	99	104	101	105	111
COC(=O)c1ccc(C(=O)c2ccccc2)cc1	104	102	105	106	96	98	99	108
O=C(O)c1ccccc1N=N/C(=N\Nc1cc(S(=O)(=O)O)ccc1O)c1ccccc1	107	113	/	100	109	107	113	131
CC1(C)C2CC=C(/C=N/NC(=O)C3CCC(=O)N3)C1C2 (centres undefined)	108	102	102	107	101	99	106	105
COc1cc(/C=N/Nc2nnc3n2N=C(c2ccccc2)CS3)ccc1O	116	98	103	112	95	91	102	117
Cc1ccc(N)cc1S(=O)(=O)O	113&109	93&117	120	101&105	109&112	108&105	109&115	113&122
CC(O)(CC(=O)CC(=O)c1ccccc1)c1ccccc1 (centres undefined)	123&99	110&91	110&126	96&96	94&99	88&101	98	97&113
CCOC(=O)C12CCCC1=CC(=O)CC2 (centres undefined)	106	94	90	112	103	102	112	108
CC1(C)CC2C3=CCC4[C@@]5(C)CCC(=O)C(C)(C)C5CC[C@@]4(C)[C@]3(C)CC[C@@]2(C(=O)O)[C@H](O)C1 (some centres undefined)	98	99	106	93	88	81	101	97
CC(=O)Nc1ccc(Nc2ccc(NCCO)c3c2C(=O)c2c(O)ccc(O)c2C3=O)cc1	109	98	125	101	90	82	100	124
CN(C)c1ccc(C=O)c(Oc2ccccc2)c1	126	94	111	103	102	107	109	116
Nc1cc([N+](=O)[O-])ccc1Nc1ccc(O)cc1	85	112	/	98	88	70	104	86
NC1(C(=O)O)CSSC1	35	48	111	9.4*	70	97	89	/
CCCCCC#CCN(CC)CC	114	103	106	98	114	107	102	97
N/C(=N\OC(=O)c1ccccc1)C(Cc1ccccc1)C(=O)NOC(=O)c1ccccc1 (centres undefined)	90	89	90	48	72	71	5.1*	59
Cc1ccc(CSCCC(=O)Nc2cc(C(=O)Nc3cc(C(=O)NCCCN4CCOCC4)n(C)c3)n(C)c2)cc1	95	89	110	95	87	87	111	77
Nc1ccc(Br)c2ccccc12	98	107	88	102	100	96	115	93
Fc1ccc(-c2cnc3nonc3n2)c(F)c1	101	97	108	97	96	88	84	105
CC1=C(C#N)C(=O)NC(C)C1 (centres undefined)	101	102	/	96	105	104	107	102
Cc1c(/C=C/c2ccccc2O)[nH]c(=O)c(C#N)c1C#N	91	97	94	89	93	89	101	85
CCN(CC)CCNC(=O)c1ccccc1C(=O)c1ccccc1	114	88	100	104	99	100	108	90
O=C(NC1c2ccccc2Oc2ccccc21)c1ccc([N+](=O)[O-])cc1	102	106	94	99	/	89	103	102
Cc1ccc(NC(=O)Nc2cccc(Cl)c2)cc1F	93	105	90	91	54	43	90	99
N#Cc1c(-c2ccccc2)nc(=S)[nH]c1Cl	119	102	73	111	90	95	111	105

Gathered by group, the compounds so far containing bromine (3)
SMILES	SK-MEL-28	UACC-257	SK-MEL-2	M14	SK-MEL-5	UACC-62	MDA-MB-435	MALME-3M
CC(=O)Nc1c(Br)cc2c(c1Br)Cc1cc([N+](=O)[O-])ccc1-2	109	97	94	96	80	69	80	/
CN(Cc1cc(Br)cc(Br)c1N)C1CCCCC1	106	95	93	96	93	95	102	87
Nc1ccc(Br)c2ccccc12	98	107	88	102	100	96	115	93

(next part)
SMILES	SK-MEL-28	UACC-257	SK-MEL-2	M14	SK-MEL-5	UACC-62	MDA-MB-435	MALME-3M
CN(C)c1ccc(/C=N/NC(=O)COc2cc(=O)n(C)c3ccccc23)cc1	109	112	111	101	101	89	101	98
O=c1[nH]c(=O)n(C2C[C@H](O)[C@@H](CO)O2)cc1C(F)(F)F (some centres undefined)	120	107	/	108	106	108	102	107
N#Cc1c(-c2cccc(Cl)c2)nn(CC(=O)N2CCOCC2)c1N	103	107	102	102	102	90	101	100
CC(C)(C)CC(C)(C)c1ccc(C(=O)O)cc1	107	100	107	95	99	97	104	98
CC(O)(Cc1ccccn1)Cc1ccccn1	106	104	102	110	97	98	104	128
COc1cc(/C=C/C(=O)c2ccc(NC(=O)CSc3nnc(-c4ccc(Cl)cc4)n3-c3ccccc3)cc2)cc(OC)c1OC	97	74	81	76	56	68	64	101
CCOC(=O)c1cnn(CC(C)O)c1NC(=O)NCc1cccc(F)c1 (centres undefined)	113	100	86	83	100	92	107	99
CC(=O)OCCN1CCN(C(C)=O)CC1	115	103	121	106	106	115	95	124
CC(C)CC(=O)C1CCCC1	109	118	148	117	108	102	92	107
Cc1cc(F)cc(NS(=O)(=O)c2ccc(-c3cnc(C4CC4)o3)cc2)c1	60	59	67	19	21	26	-21*	59
COc1cccc(-c2nc3sccn3c2-c2ccnc(NCCNS(=O)(=O)c3ccc(Cl)cc3)c2)c1	97	85	93	92	48	70	79	84
c1ccc2c(N3CCCCC3)ncnc2c1	115	90	93	100	92	91	109	142
O=c1ccc2ccccc2o1	108	101	101	104	107	98	102	110
Cc1ccn(C(N)=O)n1	98&103	88&95	115&96	112&90	101&103	96&91	101&100	98&102
CC(C)(C)OC(=O)N1CCN(c2nc3ccc(F)cc3c3c(=O)c4cc(F)ccc4sc23)CC1	105	99	109	99	99	95	104	95
CCOC(=O)C1=C(N)N(c2ccc(Cl)cc2)C(C(=O)OCC)=C(C(=O)OCC)C1c1cc(=O)[nH]c2ccccc12 (centres undefined)	103	101	110	104	97	93	99	93
O=C(Nc1ccccc1O)c1ccc(CNC(=O)c2ccsc2Nc2ccnc(C(F)(F)F)c2)cc1	51	6.9*	-21*	45	-8.8*	9.8*	15	9.9*
CC(C)(C)c1ccc(C(=O)Nc2sc3cc(O)ccc3c2C(N)=O)cc1	87	95	114	22	97	104	84	94
CCCCCCCCOc1cc(/C=N/Nc2cc(C)nc3ccc(Cl)cc23)cc(OCCCCCCCC)c1OCCCCCCCC	106	99	109	104	108	95	106	110
COc1ccc(/C(C)=N/N=C2C(=O)Nc3c(Cl)cccc32)cc1S(N)(=O)=O	103	93	95	100	90	83	101	102
C=CCN(CC=C)c1nc(N)nc(N)n1	108	102	86	/	103	87	111	134
O=C(O)CCCCCN1C(=O)CSC1=S	111	95	107	100	102	95	107	114
COc1ccc2c(c1)N(CC(C)CN(C)C)c1ccccc1S2 (centres undefined)	109	104	87	96	87	97	82	136
COc1cc(NS(=O)(=O)c2ccc(-c3cnc(C4CC4)o3)cc2)ccc1F	65	69	54	19	15	32	-21*	56
COc1cc2c(cc1OC)C1CCc3cc4c(cc3C1N=C2)OCO4 (centres undefined)	94	104	99	87	86	78	/	107
O=C(CCCCCSc1nc(-c2ccc(Cl)cc2)cc(-c2ccc(Cl)cc2)n1)NO	68	59	68	55	31	35	62	35
O=C1OC2(CCCC2)OC(=O)C1=C/C=C/c1ccc([N+](=O)[O-])o1	108	91	/	104	106	106	100	99
CN1CCN(CCCOc2cccc3nc(Nc4ccc(Cl)c(F)c4)ccc23)CC1	18	-31*	84	-28*	/	-56*	25	1.9*
Cc1cc(NS(=O)(=O)c2ccc(NC(=O)CSc3nc4ccccc4c(=O)n3-c3ccc(Cl)cc3)cc2)no1	97	98	105	91	92	90	96	102
O=C(Nc1ccc(N=Cc2cccs2)cc1)NC1C=c2ccccc2=CC1 (centres undefined)	104	92	103	104	99	88	106	104
CN(C)CC(N)C(=O)O (centres undefined)	108	111	115	98	100	109	104	105
O=CNc1ncccn1	100	103	116	105	102	98	107	106
COC(=O)[C@]12CC[C@@H](C)[C@H](C)[C@@H]1C1=CC[C@@H]3[C@@]4(C)C(C=O)=C[C@@](C)(COS(C)(=O)=O)[C@@H]4C(=O)C[C@@]3(C)[C@]1(C)CC2	74	53	67	37	64	39	62	84
CCN(CC)C(=O)c1ccc(O)c(OC)c1	114&106	95&112	104	108&101	113&92	115&92	109&107	142&106
CCCCNCCC(O)c1cc2ccc(C(F)(F)F)cc2c2cc(C(F)(F)F)ccc12 (centres undefined)	-88*	-76*	-70*	-85*	-88*	-84*	-69*	-60*
CC(=O)NC1Oc2ccc(C)cc2-c2oc(=O)c(-c3ccccc3)cc21 (centres undefined)	106	92	101	102	92	90	85	102
CNC1(C(=O)O)CCCCC1	107	94	104	107	105	93	105	105
Cc1ccc(O)cc1	109&110	95&98	113&112	105&98	100&97	99&105	110&95	107&93

Reprinted at random: seven compounds from above
SMILES	SK-MEL-28	UACC-257	SK-MEL-2	M14	SK-MEL-5	UACC-62	MDA-MB-435	MALME-3M
N#Cc1c(-c2ccccc2)nc(=S)[nH]c1Cl	119	102	73	111	90	95	111	105
CN(C)c1ccc(/C=N/NC(=O)COc2cc(=O)n(C)c3ccccc23)cc1	109	112	111	101	101	89	101	98
CCOC(=O)c1cnn(CC(C)O)c1NC(=O)NCc1cccc(F)c1 (centres undefined)	113	100	86	83	100	92	107	99
CCNCCNc1cc(-c2ccc(F)cc2)c(C#N)c2nc3ccccc3n12	-91*	-77*	/	-64*	-63*	13	-63*	-60*
O=C(Nc1ccccc1O)c1ccc(CNC(=O)c2ccsc2Nc2ccnc(C(F)(F)F)c2)cc1	51	6.9*	-21*	45	-8.8*	9.8*	15	9.9*
COC(=O)C(CCC#N)(CCC#N)C(C)=O	109&113	104&107	112&109	100&117	101&107	106&107	110&111	111&93
Cc1ccc(Nc2ccc([N+](=O)[O-])cc2)cc1	96	75	95	93	102	80	/	150
